# PGC1a acetyl inh – modulators of PGC1a acetylation; U2OS PGC1a acetylation, AlphaScreen anti-acetyl-lysine; with virally co-expressed GCN5 acetyltransferase; AID 651687; inhibition, % at 15.6 µM; hit rate 0.17% among 350,000;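 active means every replicate shows inhibition of at least 40%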;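 further: 0% = neutral control wells and 100% = positive control wells; some results beyond the cut were filed as inactive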
# EWS-Fli inh – inhibitors of EWS/Fli oncoprotein transcriptional activity. inhibition, % at 12.6 µM. hit rate 0.67% among 350,000. A673 NR0B1-luciferase reporter, viability-normalised. AID 651661;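 active means mean inhibition of at least 50% after viability correction, with every replicate also passing that limit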;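 further: firefly luciferase signal divided by Alamar Blue viability fluorescence both relative to DMSO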
# LGR2 inh – inhibitors of bursicon-induced Drosophila LGR2 receptor cAMP signaling | HEK293 LGR2, CRE-luciferase, bursicon-stimulated, 4 h | AID 720647 | hit rate 0.35% among 380,000 | inhibition, % at 9.99 µM;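 active means drop in luminescence signal, shown as inhibition above about 50% in the replicate tests, limit read from the data, passing the limit was not always enough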;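 further: agonist challenge used bursicon conditioned medium at about half maximal strength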
# The depositor's hits bear a star. An excerpt; rates above refer to the full screens.
# Sequence of screens – EWS-Fli inh	LGR2 inh	PGC1a acetyl inh
- CCCC(=O)N1CC2(CCN(C)CC2)c2c(n(C)c3cc(OC)ccc23)[C@@H]1CO
 : 0.7	-14.9	-5.2
- COc1ccc2c3c([nH]c2c1)[C@H](CO)N(C(=O)c1ccccc1)CC31CN(C(=O)NC(C)C)C1
 : -1.7	-1.3	-12.6
- COCC(=O)N1CC2(CN(C(C)=O)C2)c2c([nH]c3cc(OC)ccc23)[C@@H]1CO
 : -7.4	-1.3	-9.0
- COc1ccc2c3c([nH]c2c1)[C@H](CO)N(C(=O)c1ccccc1)CC31CCN(C(=O)CC2CC2)CC1
 : 15.8	-15.6	3.4
- CCS(=O)(=O)N1CCC2(CC1)CN(S(=O)(=O)c1ccccc1)[C@@H](CO)c1c2c2ccc(OC)cc2n1C
 : -6.5	-1.6	-25.3
- CCCC(=O)N1CC2(CCN(C(=O)C3CCC3)CC2)c2c(n(C)c3cc(OC)ccc23)[C@@H]1CO
 : -6.8	-3.4	0.8
- CCCC(=O)N1CCC2(CC1)CN(C(=O)C1CCCCC1)[C@H](CO)c1[nH]c3cc(OC)ccc3c12
 : -5.1	10.3	4.8
- COc1ccc2c3c(n(C)c2c1)[C@H](CO)N(C(C)=O)CC31CN(Cc2nccs2)C1
 : -2.4	-11.1	-4.7
- CCC(=O)N1CC2(CN(C(=O)Nc3ccccc3F)C2)c2c([nH]c3cc(OC)ccc23)[C@@H]1CO
 : -1.1	-0.6	-3.1
- COc1ccc2c3c([nH]c2c1)[C@H](CO)N(C(=O)NC(C)C)CC31CCN(Cc2ccccc2)CC1
 : 7.4	-10.6	-0.1
- COc1ccc2c3c([nH]c2c1)[C@H](CO)N(C)CC31CN(S(=O)(=O)c2cn(C)cn2)C1
 : 2.3	3.9	-12.0
- CCCNC(=O)N1CC2(C1)CN(C(=O)NC(C)C)[C@H](CO)c1c2c2ccc(OC)cc2n1C
 : -5.0	-10.6	4.2
- CCCNC(=O)N1CC2(CN(S(=O)(=O)CC)C2)c2c([nH]c3cc(OC)ccc23)[C@H]1CO
 : -10.7	4.9	-4.7
- CCS(=O)(=O)N1CCC2(CC1)CN(C(=O)CN1CCOCC1)[C@@H](CO)c1c2c2ccc(OC)cc2n1C
 : -1.5	-17.5	4.4
- CCCC(=O)N1CC2(C1)CN(C(=O)COC)[C@H](CO)c1c2c2ccc(OC)cc2n1C
 : -0.8	-8.9	-2.4

# A portion from further up:
# Sequence of screens – EWS-Fli inh	LGR2 inh	PGC1a acetyl inh
- CCS(=O)(=O)N1CCC2(CC1)CN(C(=O)CN1CCOCC1)[C@@H](CO)c1c2c2ccc(OC)cc2n1C
 : -1.5	-17.5	4.4
- CCCC(=O)N1CC2(C1)CN(C(=O)COC)[C@H](CO)c1c2c2ccc(OC)cc2n1C
 : -0.8	-8.9	-2.4

# Carrying on.
# Sequence of screens – EWS-Fli inh	LGR2 inh	PGC1a acetyl inh
- CCCNC(=O)N1CC2(CN(C)C2)c2c([nH]c3cc(OC)ccc23)[C@H]1CO
 : 27.8	-17.3	-4.6
- CCC(=O)N1CC2(C1)CN(CC1CCOCC1)[C@H](CO)c1c2c2ccc(OC)cc2n1C
 : 2.0	-16.0	3.6
- CCS(=O)(=O)N1CC2(CN(Cc3ccccc3)[C@@H](CO)c3c2c2ccc(OC)cc2n3C)C1
 : -0.2	-9.3	-11.2
- COc1ccc2c3c(n(C)c2c1)[C@H](CO)N(Cc1cc(F)ccc1F)CC31CCN(C(C)=O)CC1
 : 4.3	-27.7	-9.0
- CCC(=O)N1CC2(C1)CN(S(C)(=O)=O)[C@H](CO)c1c2c2ccc(OC)cc2n1C
 : -9.8	12.2	-8.3
- CCCC(=O)N1CC2(CN(C)C2)c2c(n(C)c3cc(OC)ccc23)[C@@H]1CO
 : 2.1	1.2	7.7
- COc1ccc2c3c([nH]c2c1)[C@@H](CO)N(C(=O)c1ccccn1)CC31CCN(C(=O)C2CC2)CC1
 : 3.2	-18.6	5.9
- CCC(=O)N1CC2(CCN(Cc3ccncc3)CC2)c2c(n(C)c3cc(OC)ccc23)[C@H]1CO
 : 3.9	-9.5	-10.0
- COc1ccc2c3c([nH]c2c1)[C@H](CO)N(C)CC31CN(C(=O)NC(C)C)C1
 : 3.3	-1.5	10.0
- COc1ccc2c3c([nH]c2c1)[C@@H](CO)N(Cc1cccc(Cl)c1)CC31CN(C)C1
 : -9.3	-0.9	0.4
- COc1ccc2c3c([nH]c2c1)[C@@H](CO)N(C)CC31CN(S(=O)(=O)c2cn(C)cn2)C1
 : -7.0	-9.3	-0.5
- COc1ccc(CN2CC3(CCN(Cc4ccccn4)CC3)c3c(n(C)c4cc(OC)ccc34)[C@@H]2CO)cc1
 : -0.9	-27.3	-8.2
- COc1ccc2c3c(n(C)c2c1)[C@H](CO)N(Cc1ccncc1)CC31CCN(C(=O)C2CC2)CC1
 : -6.0	-5.5	10.4
- COc1ccc2c3c(n(C)c2c1)[C@@H](CO)N(S(C)(=O)=O)CC31CN(C(=O)C2CC2)C1
 : 0.9	-15.9	7.6
- COc1ccc2c3c(n(C)c2c1)[C@H](CO)N(C(=O)CN1CCOCC1)CC31CCN(C(=O)C2CC2)CC1
 : -6.9	26.0	2.6

# Compound profiles, from the list above.
# Results for COc1ccc2c3c(n(C)c2c1)[C@H](CO)N(Cc1cc(F)ccc1F)CC31CCN(C(C)=O)CC1 = EWS-Fli inh: 4.3; LGR2 inh: -27.7; PGC1a acetyl inh: -9.0
# Results for CCCNC(=O)N1CC2(CN(C)C2)c2c([nH]c3cc(OC)ccc23)[C@H]1CO = EWS-Fli inh: 27.8; LGR2 inh: -17.3; PGC1a acetyl inh: -4.6

# Further results follow:
# Sequence of screens – EWS-Fli inh	LGR2 inh	PGC1a acetyl inh
- COc1ccc2c3c(n(C)c2c1)[C@@H](CO)N(C(=O)C1CCOCC1)CC31CN(Cc2cccc(F)c2)C1
 : 8.7	14.2	-7.7
- CCC(=O)N1CC2(C1)CN(Cc1cccc(Cl)c1)[C@H](CO)c1c2c2ccc(OC)cc2n1C
 : -4.4	18.4	11.8
- CCCC(=O)N1CC2(CCN(C(=O)NC(C)C)CC2)c2c(n(C)c3cc(OC)ccc23)[C@H]1CO
 : -1.3	7.9	12.4
- CCCNC(=O)N1CCC2(CC1)CN(C(=O)c1ccncc1)[C@H](CO)c1[nH]c3cc(OC)ccc3c12
 : -10.5	-0.8	8.5
- COc1ccc2c3c([nH]c2c1)[C@H](CO)NCC31CCN(C(=O)C2CCCCC2)CC1
 : -5.5	-14.5	-3.6
- COc1ccc2c3c([nH]c2c1)[C@@H](CO)N(C(=O)c1cccnc1)CC31CCN(Cc2cccnc2)CC1
 : -0.9	-1.7	-1.3
- COc1ccc2c3c([nH]c2c1)[C@@H](CO)N(C(=O)C1CC1)CC31CCN(C(=O)NC(C)C)CC1
 : 4.9	18.9	4.6
- CCCNC(=O)N1CC2(CCN(C(=O)C3CCCCC3)CC2)c2c([nH]c3cc(OC)ccc23)[C@@H]1CO
 : -8.0	-3.9	3.9
- CCC(=O)N1CC2(CN(C(=O)c3cccnc3)C2)c2c([nH]c3cc(OC)ccc23)[C@H]1CO
 : -2.8	1.4	11.8
- COc1ccc2c3c([nH]c2c1)[C@@H](CO)N(C(=O)CN(C)C)CC31CN(Cc2ccccc2)C1
 : -9.2	2.5	-19.9
- COc1ccc2c3c(n(C)c2c1)[C@@H](CO)N(Cc1nccs1)CC31CN(C(C)=O)C1
 : -7.5	-10.8	10.9
- COc1ccc2c3c(n(C)c2c1)[C@@H](CO)N(Cc1ccc2c(c1)OCO2)CC31CCN(C)CC1
 : 1.4	18.3	-4.2
- CCCNC(=O)N1CC2(CN(S(=O)(=O)CC)C2)c2c([nH]c3cc(OC)ccc23)[C@@H]1CO
 : -5.1	-0.4	-6.5
- COc1ccc2c3c(n(C)c2c1)[C@@H](CO)N(Cc1nccs1)CC31CN(C)C1
 : -0.3	-34.7	1.0
- COc1ccc2c3c(n(C)c2c1)[C@H](CO)NCC31CCN(S(=O)(=O)c2ccc(C)cc2)CC1
 : -8.7	2.1	-9.4

# The list goes on, starting with the last 4 of the part before.
# Sequence of screens – EWS-Fli inh	LGR2 inh	PGC1a acetyl inh
- COc1ccc2c3c(n(C)c2c1)[C@@H](CO)N(Cc1ccc2c(c1)OCO2)CC31CCN(C)CC1
 : 1.4	18.3	-4.2
- CCCNC(=O)N1CC2(CN(S(=O)(=O)CC)C2)c2c([nH]c3cc(OC)ccc23)[C@@H]1CO
 : -5.1	-0.4	-6.5
- COc1ccc2c3c(n(C)c2c1)[C@@H](CO)N(Cc1nccs1)CC31CN(C)C1
 : -0.3	-34.7	1.0
- COc1ccc2c3c(n(C)c2c1)[C@H](CO)NCC31CCN(S(=O)(=O)c2ccc(C)cc2)CC1
 : -8.7	2.1	-9.4
- COCC(=O)N1CCC2(CC1)CN(Cc1cccc(Cl)c1)[C@H](CO)c1[nH]c3cc(OC)ccc3c12
 : 6.1	-10.0	7.8
- COc1ccc2c3c(n(C)c2c1)[C@@H](CO)N(Cc1ccccc1F)CC31CN(C(=O)C2CCC2)C1
 : 8.7	-4.6	3.0
- COCC(=O)N1CC2(CN(Cc3ccccc3)C2)c2c([nH]c3cc(OC)ccc23)[C@@H]1CO
 : 11.2	5.5	-0.9
- COc1ccc2c3c([nH]c2c1)[C@H](CO)N(S(C)(=O)=O)CC31CCN(Cc2cccc(F)c2)CC1
 : 5.9	-1.2	-1.6
- CCCNC(=O)N1CC2(CN(C(=O)CCC)C2)c2c(n(C)c3cc(OC)ccc23)[C@@H]1CO
 : -6.2	20.8	-4.8
- COc1ccc2c3c([nH]c2c1)[C@@H](CO)N(S(C)(=O)=O)CC31CCN(C(=O)c2ccncc2)CC1
 : 4.2	-4.0	-6.4
- COc1ccc(CN2CC3(CN(Cc4ccccc4OC)C3)c3c([nH]c4cc(OC)ccc34)[C@H]2CO)cc1
 : 17.4	15.6	14.0
- COc1ccc2c3c(n(C)c2c1)[C@@H](CO)NCC31CN(S(=O)(=O)c2cccc(C)c2)C1
 : -2.4	1.0	-9.2
- COc1ccc2c3c([nH]c2c1)[C@H](CO)N(C)CC31CN(C(=O)c2ccccn2)C1
 : -7.1	-10.8	-0.4
- COc1ccc2c3c([nH]c2c1)[C@@H](CO)N(C(=O)CN(C)C)CC31CN(Cc2ccncc2)C1
 : -4.5	-21.8	4.6
- COCC(=O)N1CC2(CN(Cc3ccccc3)C2)c2c([nH]c3cc(OC)ccc23)[C@H]1CO
 : -11.5	7.3	2.1
- CCS(=O)(=O)N1CC2(C1)CN(S(=O)(=O)c1ccc(C)cc1)[C@H](CO)c1[nH]c3cc(OC)ccc3c12
 : 2.4	-16.8	0.5
- COCC(=O)N1CC2(CN(C(=O)NC(C)C)C2)c2c(n(C)c3cc(OC)ccc23)[C@@H]1CO
 : -10.7	18.7	-12.6
- O=C(c1ccccn1)N1CC(=O)N2[C@H](CO)[C@H](c3ccc(C#Cc4ccccc4)cc3)[C@H]2C1
 : -11.5	20.0	1.8
- COc1ccc2c3c(n(C)c2c1)[C@H](CO)N(C(=O)c1cccnc1)CC31CCN(S(C)(=O)=O)CC1
 : 12.5	-21.3	1.3

# (cont.)
# Sequence of screens – EWS-Fli inh	LGR2 inh	PGC1a acetyl inh
- CN(C)C(=O)[C@@H]1[C@@H](CO)[C@@H]2Cn3c(cccc3=O)[C@@H]2N1C(=O)NC1CCCC1
 : 0.3	-7.5	3.4
- COc1ccc2c3c(n(C)c2c1)[C@@H](CO)N(C(=O)CN1CCOCC1)CC31CCN(C(=O)CC2CC2)CC1
 : 12.1	-10.9	5.5
- COc1ccc2c3c(n(C)c2c1)[C@H](CO)N(Cc1cccnc1)CC31CCN(Cc2cccnc2)CC1
 : 4.4	32.4	-3.5
- COc1ccc2c3c([nH]c2c1)[C@H](CO)N(Cc1ccccc1F)CC31CN(C(=O)C2CCOCC2)C1
 : -2.6	11.7	17.8
- COc1cccc(S(=O)(=O)N2CC3(CN(C(=O)Nc4ccc(F)cc4)[C@H](CO)c4[nH]c5cc(OC)ccc5c43)C2)c1
 : 7.1	3.6	-23.7
- COc1ccc2c3c([nH]c2c1)[C@@H](CO)NCC31CN(S(=O)(=O)c2ccccc2)C1
 : 26.5	-5.9	-0.3
- CCCC(=O)N1CC2(C1)CN(Cc1nccs1)[C@@H](CO)c1[nH]c3cc(OC)ccc3c12
 : 18.6	-18.4	8.2
- CC(=O)N1[C@@H](CO)[C@@H](c2ccccc2)C12CN(C(=O)c1cnccn1)C2
 : -7.0	-2.1	18.0
- COc1cc(CN2CC3(CN(C)C3)c3c([nH]c4cc(OC)ccc34)[C@@H]2CO)cc(OC)c1
 : 6.5	15.5	15.0

# Compound activity deposited in PubChem by Broad Institute.
